RSV antiviral HEp-2: RSV antiviral activity via CPE protection, HEp-2 cells, primary 10 µM value included (AID 2391) | HEp-2 cells, RSV-induced CPE inhibition; higher % means a stronger effect | CPE inhibition, % at 10 µM, or IC50 in µM where a hit was titrated | 310,000 tested, 0.13% active; in the data active means a potency from the dose series; further: strong numbers were not always called active
West Nile antiviral: West Nile virus antiviral activity, cell-based, CPE readout (AID 1621). West Nile virus-infected cells, CPE inhibition; higher % means a stronger effect. CPE inhibition, % at 10 µM; hits with a dose series show IC50 in µM. 290,000 tested, 0.02% active; in the data active means a potency from the dose series; further: strong numbers were not always called active
XIAP displacement: XIAP antagonists, biochemical, IAP family, fluorescence polarization (AID 1018) | E3 ubiquitin-protein ligase XIAP (Homo sapiens) | displacement, % at 20 µM; hits with a dose series show IC50 in µM | 200,000 tested, 0.007% active | XIAP BIR domain, fluorescence polarization peptide displacement; higher % means a stronger effect; in the data active means displacement above about 50%; further: a part of the inactive calls stands beside numbers as strong as those of hits
WT yeast gro inh: growth inhibition of WT strain, primary screen, mitochondrial fusion inhibitor project, WT and mutant strains, chemical genetic; mitochondrial fusion phenotypic screen; inhibition, % at 10 µM; 190,000 tested, 2.1% active; AID 1362, 2008; in the data active means inhibition above about 58%; tested in S. cerevisiae
NS5 inhibitors: Dengue-2 NS5 methyltransferase inhibitors, primary screen, biochemical, confirmation dose response (AID 588689); 340,000 tested, 0.3% active; Genome polyprotein (Dengue virus type 2 (strain 16681-PDK53)); inhibition, % at 25 µM, or IC50 in µM where a hit was titrated; Dengue-2 NS5 methyltransferase capping enzyme assay, biochemical; higher % means a stronger effect; in the data active means a potency from the dose series
ER stress rescue: rescue of cells from ER stress-induced death, primary screen, 384-well, CSM14.1, thapsigargin, ATP luminescence (AID 1222); CSM14.1 thapsigargin-induced death rescue, ATP luminescence; higher % means a stronger effect; one-dose cellular ATP content (survival), % at 20 µM; EC50 in µM for titrated hits; 190,000 tested, under 10 active;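 active means EC50 below 50 µM in the dose-response confirmation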;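 further: death triggered by thapsigargin at about 15 µM added after 2 h compound pretreatment; cell ATP read after overnight thapsigargin exposure of roughly 18 to 22 hours; normalized against plate controls of thapsigargin alone and 5% DMSO vehicle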
Yfh1-depleted yeast: enhancers of respiration in Yfh1-depleted yeast, dose response, Friedreich's ataxia, plus single-dose screen (AID 1465) | 220,000 tested, 0.074% active | S. cerevisiae Yfh1-off respiration, WST-1 reduction, 72 h; higher fold induction means a stronger effect | fold induction at 50 µM, or EC50 in µM where a hit was titrated;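 active means fold induction of absorbance versus untreated yeast above a set limit, then at least 30% activation at any dose in follow-up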;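 further: activators that raise dye reduction in frataxin-depleted yeast; strong numbers were not always called active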
UTI89 phage lysis: inhibition of K1F phage lysis, E. coli UTI89, bacterial capsule biogenesis inhibitors, alamar blue (AID 488966) | one-dose inhibition, % at 100 µM; IC50 in µM for titrated hits | 340,000 tested, 0.02% active | E. coli UTI89 K1F phage lysis, alamar blue, 2 h; higher % means a stronger effect;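 active means phage lysis inhibition, versus mean bacterial control, above a set limit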;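 further: capsule biogenesis inhibitors block K1F phage lysis so surviving cells raise fluorescence; higher fluorescence means more inhibition of phage lysis; actives were called in the ten point dose series up to 300 µM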
Large T inhibition: SV40 large T antigen inhibitors, biochemical (AID 1903); inhibition, % at 20 µM; hits with a dose series show IC50 in µM; SV40 large T antigen ATPase/helicase inhibition assay; higher % means a stronger effect; 310,000 tested, 0.39% active; in the data active means a potency from the dose series; further: strong numbers were not always called active
WT yeast gro inh mutant strain: further read-out of WT yeast gro inh, marked with its call; inhibition, %; mitochondrial fusion phenotypic screen, mutant strain inhibition
An asterisk follows results filed as active; i = inactive; nt = no result given; [ ] = another dose, or the depositor's remark.

mol | RSV antiviral HEp-2 | West Nile antiviral | XIAP displacement | WT yeast gro inh | WT yeast gro inh mutant strain | NS5 inhibitors | ER stress rescue | Yfh1-depleted yeast | UTI89 phage lysis | Large T inhibition
O=c1oc2ccc(Br)cc2cc1S(=O)(=O)c1ccc(F)cc1 | -2.0% | -1.1% | -1.6% | -2 | -10 | -5% | 0.0% | i | 1.8%[50 µM] | 2%
Cn1c(N)c(C(=O)COC(=O)c2cc(-c3ccccc3)nc3ccccc23)c(=O)n(C)c1=O | 2.2% | 2.8% | nt | nt | nt | nt | nt | i | nt | 3%
Cc1ccc2[nH]c(=O)c(CN(Cc3ccc4c(c3)OCO4)Cc3nnnn3Cc3ccco3)cc2c1 | 2.9% | 0.1% | -3.5% | -3 | 5 | -19% | nt | i | -0.4% | 12%
CCN(CC(=O)Nc1c(F)cccc1F)C(=O)CSCC(=O)Nc1ccc(OC)cc1 | 1.3% | nt | nt | nt | nt | 1% | nt | nt | 1.4%[50 µM] | 11%
COc1ccc(NC(=O)CN(C)CC(=O)Nc2ccccc2SC)cc1Cl | 20% | -0.7% | -3.4% | 0 | -14 | 0% | 0.5% | i | 4.4% | -2%
COc1ccc(-c2noc(C(C)NC(=O)c3ccco3)n2)cc1OC (stereo unspecified) | 2.1% | -0.5% | nt | nt | nt | 4% | nt | nt | 0.1% | 6%
CSc1ccc(CN2CCC(Oc3ccc(C(=O)N4CCCC4)cc3)CC2)cc1 | 3.6% | -0.3% | nt | nt | nt | -10% | nt | nt | 1.4% | 7%
COc1cc([N+](=O)[O-])c(OC)cc1SCc1n[nH]c(=S)n1-c1ccc(C)cc1 | nt | 0.1% | nt | nt | nt | 8% | nt | i | -1.0% | 24%
NS(=O)(=O)c1ccc(CCNC(=O)/C=C/c2ccc([N+](=O)[O-])cc2)cc1 | 6.3% | 0.1% | -9.0% | 10 | 5 | -6% | 7.8% | i | -0.5% | 0%
CCN(CC)S(=O)(=O)c1ccc(Cl)c(C(=O)NC2CCCC2)c1 | 0.2% | -0.2% | 0.3% | 5 | 3 | -1% | 0.6% | i | 1.4% | -2%
Fc1ccc(-c2csc(NC3=NCCC3)n2)cc1 | 0.5% | 0.8% | -13% | 0 | 9 | -6% | -0.8% | i | 0.5% | 10%
CCOC(=O)CSc1nnc(CNC(=O)c2cccs2)n1Cc1ccccc1 | 0.4% | 0.4% | -4.6% | -7 | -1 | -4% | -1.5% | i | 3.2% | -2%
CSc1ccc(/C=C/C(=O)N2CCN(c3ccccn3)CC2)cc1 | 1.2% | -0.3% | nt | nt | nt | -3% | nt | nt | 1.0%[50 µM] | 7%
CCOc1ccccc1CNC(=O)c1ccc2c(c1)N(CC)CCS2 | 5.1% | -0.4% | nt | nt | nt | 3% | nt | nt | 2.9% | 3%
CCOC(=O)c1ccc(S(=O)(=O)NCCN(CC)CC)cc1 | 1.4% | -1.3% | -4.4% | 6 | 10 | 1% | 0.6% | i | -0.1% | 2%
CCOCCCNC(=O)c1cc(Sc2nnc(C)s2)nc2ccccc12 | -1.3% | -0.5% | nt | nt | nt | -3% | nt | i | 0.2% | 13%
CC1CCN(S(=O)(=O)c2cccc(C(=O)N(C)C3CCS(=O)(=O)C3)c2)CC1 (stereo unspecified) | 1.0% | -0.1% | -7.0% | -7 | -8 | -6% | -2.3% | i | 0.3% | 15%
CCOC(=O)COc1c(Br)cc(C2NC(=O)NC(C)=C2C(C)=O)cc1OC (stereo unspecified) | 0.7% | 1.0% | -12% | -1 | -2 | 3% | -1.2% | i | 0.1% | 6%
CCOCCn1c(=NC(=O)c2cc3ccccc3oc2=O)sc2cc(S(N)(=O)=O)ccc21 | 1.9% | 0.2% | -3.8% | -13 | -2 | -4% | 0.1% | i | 1.4%[50 µM] | 6%
O=C(CCC1CCCC1)N1CCN(C(=O)COc2ccccc2)CC1 | 1.1% | -0.4% | -1.0% | -7 | -8 | -6% | -0.6% | i | 0.7%[50 µM] | 1%
O=C(Nc1ccccc1Sc1ccccc1)c1ccccc1F | 6.0% | -0.1% | nt | nt | nt | -7% | nt | i | 4.3% | nt
C/C(=N\NC(=O)Cc1ccc(Br)cc1)c1cccnc1 | 0.1% | -0.6% | nt | nt | nt | 2% | nt | nt | 2.4%[50 µM] | 5%
COc1ccc2c(c1OC)CCC2=O | -1.3% | 1.0% | -19% | -4 | -15 | -6% | -0.1% | i | -0.4% | 5%
CC(C(=O)NCC1CCCCC1)N(C)Cc1ccc(Cl)cc1 (stereo unspecified) | 4.5% | -1.9% | -5.0% | 1 | -18 | 3% | 1.0% | i | 0.2% | 12%
COc1nccc(Nc2ccccc2)c1C#N | 1.6% | 0.0% | -0.7% | 3 | 7 | -1% | 0.9% | i | 0.1% | 3%
O=C(c1cccc(Br)c1)N1CCN(c2ccc(N3CCOCC3)nn2)CC1 | -0.6% | nt | nt | nt | nt | 3% | nt | nt | 0.8%[50 µM] | 7%
O=C(CSc1cnc2ccccc2n1)c1ccc(F)cc1 | 10% | -0.4% | -5.3% | 6 | -4 | -9% | -1.1% | i | 0.1% | 9%
O=c1[nH]nnc2sc3c(c12)CCCC3 | 20% | 0.5% | -3.2% | -4 | 2 | -3% | 1.0% | i | 0.4% | 4%
COCCCN1C(=O)C(=O)/C(=C(/O)c2ccc(OC)cc2)C1c1ccc(O)c(OC)c1 (stereo unspecified) | 0.2% | 1.4% | -5.8% | -8 | -9 | -3% | 1.4% | i | 0.1% | 12%
Cn1c(=O)c2c(nc(CN3CCN(C(=O)c4ccco4)CC3)n2CC(N)=O)n(C)c1=O | -0.4% | 0.9% | nt | nt | nt | -2% | nt | nt | 0.1% | 7%

2 of the compounds above, with values under each structure:
Values run as follows: RSV antiviral HEp-2	West Nile antiviral	XIAP displacement	WT yeast gro inh	WT yeast gro inh mutant strain	NS5 inhibitors	ER stress rescue	Yfh1-depleted yeast	UTI89 phage lysis	Large T inhibition
> CC1CCN(S(=O)(=O)c2cccc(C(=O)N(C)C3CCS(=O)(=O)C3)c2)CC1 (stereo unspecified)
 : 1.0%	-0.1%	-7.0%	-7	-8	-6%	-2.3%	i	0.3%	15%
> CCOC(=O)COc1c(Br)cc(C2NC(=O)NC(C)=C2C(C)=O)cc1OC (stereo unspecified)
 : 0.7%	1.0%	-12%	-1	-2	3%	-1.2%	i	0.1%	6%

Going on with the list.
mol | RSV antiviral HEp-2 | West Nile antiviral | XIAP displacement | WT yeast gro inh | WT yeast gro inh mutant strain | NS5 inhibitors | ER stress rescue | Yfh1-depleted yeast | UTI89 phage lysis | Large T inhibition
COc1ccccc1N(CN1CCCC1=O)C(=O)c1c(F)cccc1F | 5.5% | -0.1% | -5.7% | -18 | -14 | 2% | -0.6% | i | 0.3% | -3%
Cc1cc(C(=O)NC(CC(C)C)C(=O)O)cc(C)c1[N+](=O)[O-] (stereo unspecified) | 1.8% | 0.0% | -6.9% | -14 | -8 | 1% | -2.2% | i | 0.2% | 10%
Cc1ccc(S(=O)(=O)N=Nc2c(O)[nH]c3ccccc23)cc1C | 2.4% | 0.2% | -7.0% | -17 | -32 | -5% | 1.4% | i | 3.2% | 8%
O=C(C1CCN(S(=O)(=O)c2ccc(Cl)cc2)CC1)N1CCC1 | -1.3% | nt | nt | nt | nt | -2% | nt | nt | 1.2%[50 µM] | 21%
COCCNc1ccc(N2C(=O)C3CCCCC3C2=O)cc1[N+](=O)[O-] (stereo unspecified) | -0.6% | 0.6% | -7.2% | 0 | -1 | -3% | -5.2% | i | 0.0%[50 µM] | 7%
O=C(CCC1CCCC1)Nc1cc(C(F)(F)F)ccc1N1CCOCC1 | 6.8% | nt | nt | nt | nt | -7% | nt | nt | 0.0%[50 µM] | 5%
COc1ccc(NC(=O)c2ccccc2[N+](=O)[O-])cc1 | 3.4% | -0.4% | -14% | 6 | 7 | -2% | 0.8% | i | 0.1% | 15%
N#Cc1nc(Cc2cccc3ccccc23)oc1NCCN1CCOCC1 | -1.4% | -0.6% | -1.8% | -19 | -30 | -9% | -2.6% | i | 6.5% | 51%
O=C(Nc1ccc(OCC(=O)N2CCOCC2)cc1)c1cc(F)c(F)cc1Cl | 1.2% | -0.2% | nt | nt | nt | 2% | nt | nt | 0.3% | 8%
O=C(O)CCCNc1cc(N2CCN(C(=O)c3ccco3)CC2)c2noc3c2c1C(=O)c1ccccc1-3 | 11% | -0.1% | nt | nt | nt | -24% | nt | nt | -0.2% | >100µM*
C=C(C)C(=O)Nc1cccc(C(C)=O)c1 | 0.9% | nt | -4.7% | 4 | 1 | -3% | -1.1% | nt | -0.2% | 1%
CCOC(=O)CC(NC(=O)c1ccc(C)cc1)c1ccc(OC)cc1 (stereo unspecified) | -0.8% | -0.7% | -2.1% | -6 | 2 | -1% | -1.0% | i | 0.1% | 10%
CC1=C(C(=O)Nc2cccc(C(=O)NC3CCCCC3C)c2)SCCO1 (stereo unspecified) | 9.6% | -0.2% | nt | nt | nt | -4% | nt | nt | 1.0% | 3%
NC(=O)C1CCN(C(=O)C2CCC(=O)N(Cc3ccc(Cl)cc3)C2)CC1 (stereo unspecified) | 2.2% | -0.2% | nt | nt | nt | -1% | nt | nt | -0.2%[50 µM] | 11%
C1=C(c2cccc3ccccc23)N2CCN=C2S1 | 0.9% | -0.4% | -2.7% | 1 | 3 | 0% | -0.6% | i | 0.4% | -2%
COc1ccc(CN2CCC(C(=O)c3cccc(Cl)c3)CC2)cc1 | -0.3% | -1.1% | nt | nt | nt | 4% | nt | nt | 0.7% | 5%
O=C(COc1cc(F)ccc1[N+](=O)[O-])Nc1ccc(N2CCOCC2)cc1 | 5.5% | 1.1% | -3.7% | -13 | -6 | -2% | -6.3% | i | 0.4% | 17%
Cc1cc(NC(=O)CSc2nnc(-c3cccnc3)n2C)no1 | 0.4% | 0.0% | -2.8% | -4 | 19 | 1% | -0.3% | i | -1.6% | 8%
CCOc1ccc(S(=O)(=O)NCCC(=O)OCC(=O)N2CC(=O)Nc3ccccc32)cc1 | 2.7% | -0.3% | -9.5% | -15 | 16 | -5% | -0.2% | i | 0.5% | 5%
Cc1ccccc1NC(=S)NCCc1ccccn1 | -1.6% | 0.4% | -4.1% | -22 | -63 | -3% | 0.4% | i | 0.3% | -4%
O=C1CC(c2ccco2)CC(O)=C1C=NCCN1CCN(C(=S)Nc2ccccc2)CC1 (stereo unspecified) | nt | 0.3% | nt | nt | nt | -11% | nt | i | -0.1% | 11%
O=C(Cc1ccccc1)Nc1ccc2oc(=O)ccc2c1 | -0.7% | -0.6% | -7.4% | 9 | 8 | -4% | 5.0% | i | 0.1% | nt
O=C(NCCc1ccncc1)Nc1ccc(F)cc1 | 2.1% | 0.3% | nt | nt | nt | -2% | nt | i | -0.2%[50 µM] | 10%
Cc1ccc(S(=O)(=O)N(C)C)cc1NC(=O)c1ccncc1 | 1.2% | 0.4% | -21% | -21 | 8 | -9% | -0.2% | i | 0.2% | 12%
CC(Cc1cccnc1)NC(=O)c1ccccc1OC1CCN(S(C)(=O)=O)CC1 (stereo unspecified) | 1.0% | -0.5% | -6.0% | -8 | -2 | -9% | 0.8% | i | -0.5% | 0%
COc1ccc(NC(=O)CC2C(=O)NCCN2C(=O)c2ccc(Cl)cc2)cc1 (stereo unspecified) | 2.8% | 0.1% | nt | nt | nt | -5% | nt | i | 1.3% | 5%
